Giardia killer = kills Giardia lamblia. Giardia lamblia trophozoite viability. activity change, % at 7.66 µM, hits read low. actives 0.15% (n = 340,000). AID 540267; in the data active = activity change below about -80%; inconclusive = between about -30% and that limit;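 note: parasites exposed to compound for two days anaerobically before the ATP read; % is set by controls: 0 for no effect and ±100 for the full control effect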
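Each well holds 100 Giardia trophozoites and compound. After two days (48 hrs) at 37 deg C in anaerobic conditions, ATP is quantified by luminescence.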
hERG WT inh = KCNH2 (human, wildtype) channel inhibition | actives 0.37% (n = 340,000) | activity change, % at 1.84 µM | U2OS, BacMam KCNH2, thallium flux FluxOr; hits give low values;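 active = maximum activity change below -70%; inconclusive = maximum activity change between -70% and -50%; inactive = maximum activity change above -50%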; note: % is set by controls: 0 for no effect and ±100 for the full control effect
Target sequence (Q12809 whole entry, looked up): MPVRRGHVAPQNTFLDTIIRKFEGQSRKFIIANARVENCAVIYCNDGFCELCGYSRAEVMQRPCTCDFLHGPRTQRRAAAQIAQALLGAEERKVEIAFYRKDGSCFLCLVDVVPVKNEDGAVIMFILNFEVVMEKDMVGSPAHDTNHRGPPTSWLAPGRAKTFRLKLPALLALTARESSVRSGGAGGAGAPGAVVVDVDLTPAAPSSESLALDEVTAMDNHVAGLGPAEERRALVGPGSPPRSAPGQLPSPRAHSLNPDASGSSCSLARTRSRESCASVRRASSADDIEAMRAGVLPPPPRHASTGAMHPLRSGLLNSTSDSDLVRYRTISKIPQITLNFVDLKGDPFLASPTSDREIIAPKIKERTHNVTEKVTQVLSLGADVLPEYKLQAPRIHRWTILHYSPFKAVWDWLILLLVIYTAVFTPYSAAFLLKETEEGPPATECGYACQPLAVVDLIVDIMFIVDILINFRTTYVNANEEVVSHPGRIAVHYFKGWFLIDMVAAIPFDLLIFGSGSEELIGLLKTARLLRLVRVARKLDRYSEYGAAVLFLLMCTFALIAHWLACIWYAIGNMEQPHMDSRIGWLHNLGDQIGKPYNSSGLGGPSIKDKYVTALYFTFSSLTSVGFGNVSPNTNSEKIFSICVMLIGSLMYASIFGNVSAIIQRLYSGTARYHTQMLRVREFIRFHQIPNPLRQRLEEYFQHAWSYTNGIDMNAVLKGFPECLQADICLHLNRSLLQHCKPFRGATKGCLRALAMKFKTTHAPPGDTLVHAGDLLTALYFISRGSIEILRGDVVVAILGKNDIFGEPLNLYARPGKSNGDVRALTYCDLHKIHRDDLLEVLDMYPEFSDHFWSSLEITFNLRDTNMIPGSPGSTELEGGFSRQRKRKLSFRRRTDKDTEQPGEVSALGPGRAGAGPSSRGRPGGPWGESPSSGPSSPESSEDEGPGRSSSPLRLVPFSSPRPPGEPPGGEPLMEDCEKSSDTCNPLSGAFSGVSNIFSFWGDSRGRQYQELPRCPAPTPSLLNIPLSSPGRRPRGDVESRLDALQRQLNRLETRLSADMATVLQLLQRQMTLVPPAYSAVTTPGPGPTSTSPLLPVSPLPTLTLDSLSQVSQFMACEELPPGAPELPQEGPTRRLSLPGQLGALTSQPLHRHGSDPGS
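U2OS cells were transduced with wild-type KCNH2 virus (2.03 x 10^8 / mL) for 4 h at room temperature, then cultured overnight at 37 C. Thallium flux was read with FluxOr dye. Rate constants were normalized to DMSO controls.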
FBPA coupling cs = inhibits coupling enzyme system, counter-screen for aldolase hits; coupling enzyme system counterscreen, AmpLite Red fluorescence; activity change, negative = inhibition, % at 58.2 µM, hits read low; actives 0.67% (n = 290,000); AID 2472; in the data active = activity change below about -30%; note: % is set by controls: 0 for no effect and ±100 for the full control effect
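Counterscreen of the coupled detection system alone, without aldolase: glyceraldehyde-3-phosphate coupling enzymes plus AmpLite Red readout. Compounds at 57.5 uM final, 10 min RT preincubation, 20 min RT reaction, fluorescence 525/598 nm.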
USP2a inh = USP2a (human) protease inhibition; O75604; USP2 core, Ub-CHOP2 coupled fluorogenic reporter, 485/531; Potency, µM (doses to about 38.3 µM), for the others: top-dose activity change, negative = inhibition, usual class: inhibitors; actives 0.01% (n = 330,000); AID 463254;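 note: potency is the fitted concentration of half-maximal effect; plate controls were DMSO wells for no effect and full inhibition by NEM control for full effect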
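Deubiquitinase activity read as fluorescence (485/531 nm) after Ub-CHOP2 cleavage activates the enterokinase reporter on its substrate; USP2 core 10nM, Ub-CHOP2 and substrate 25nM each, 30min compound preincubation then 60min RT; data normalized to NEM, curves fitted.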
PKM2 activator = activators of human pyruvate kinase M2; AID 1631; purified PKM2, Kinase-Glo ATP luminescence, activation; response scale: 0% is enzyme alone, no compound; actives 0.34% (n = 260,000); Potency, µM (highest dose often 57.5 µM), without a hit: top-dose activation, most hits filed as activators; note: potency is the fitted concentration of half-maximal effect; % is set by controls: 0 for no effect and ±100 for the full control effect; nearly all actives have a fitted effect of over 55% in size
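Kinase-Glo luminescence reports ATP generated from ADP (0.1 mM) and PEP (0.5 mM) by purified hPK-M2 after 1 h at room temperature, pH 7.2 imidazole buffer; intermediate enzyme activity allows detecting inhibitors and activators.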
GALK inh = galactokinase (human) inhibition; Purified GALK, Kinase-Glo residual ATP luminescence; Potency, µM (top dose mostly 57.5 µM), for the others: at the top dose activity change, negative = inhibition, most hits filed as inhibitors; actives 0.007% (n = 270,000); note: potency is the fitted concentration of half-maximal effect; % is set by controls: 0 for no effect and ±100 for the full control effect
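Human GALK (5 nM) with 35 uM ATP and 100 uM galactose in 20 mM HEPES pH 8.0, 5 mM MgCl2, 60 mM NaCl, 1 mM DTT, 0.01% BSA. After 1 h at room temperature, leftover ATP was read by Kinase-Glo Plus luminescence.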
KCNH2 3.1 block = blocks the human KCNH2 3.1 channel isoform; U2OS KCNH2 3.1, thallium flux FluxOr; hits give low values; activity change, % (tested at about 1.8 µM); actives 0.95% (n = 340,000);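 active = maximum activity change below -70%; inconclusive = maximum activity change from -70% to -50%; inactive = maximum activity change above -50%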;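 note: thallium influx rate constant from kinetic fluorescence after stimulation buffer; % is set by controls: 0 for no effect and ±100 for the full control effect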
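Thallium flux via FluxOr fluorescence (Red40 quencher, 45 min loading) in U2OS cells virally expressing the KCNH2 3.1 isoform (1.77 x 10^8 /mL virus, overnight at 37 C). Rate constants from 2-min kinetic reads post-stimulation, normalised to positive and negative controls.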
B2AR arrestin = beta2AR (human) beta-arrestin recruitment activity. actives 0.02% (n = 330,000). AID 492947. Potency, µM (doses to about 46.1 µM), for the others: at the top dose activation, actives largely listed as activators. beta-arrestin recruitment to beta2AR, cell-based reporter;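 note: potency is the fitted concentration of half-maximal effect; 0% = DMSO controls and full agonism = EC100 isoproterenol or metaproterenol; nearly all actives have a fitted effect of over 65% in size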
TRPV1 ag = human TRPV1 agonism; Q8NER1; TRPV1-expressing cells, Fluo-8 calcium influx, agonist mode; activation, % at 8.33 µM; actives 0.19% (n = 320,000); AID 540275; in the data active = activation above about 80%; inconclusive = between about 30% and that limit; note: 0% is about no effect
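Fluo-8 calcium influx in TRPV1-expressing cells, kinetic read (ex 480/em 520 nm). Compound added and read 3 min for agonist activity, followed by capsaicin at EC20 final and 2 min further read for enhancement.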
Menin-MLL TR inh = menin-MLL binding inhibition, Texas Red mutant peptide. Potency, µM (titrated, usually from 61.6 µM), for the others: at the top dose FP activity change, negative = inhibition, actives largely listed as inhibitors. actives 0.23% (n = 270,000). Menin + Texas Red MLL mutant peptide, fluorescence polarization; active = well fitted inhibition curve with a large enough effect in the polarisation, with a control signal flat, not every such curve was filed as active; inconclusive = small, poorly fitted or top-dose-only effect, or effect the other way, or a change in a side signal; inactive = no such curve, though single readings can be large or run the other way; the % refers to the polarisation; note: potency is the fitted concentration of half-maximal effect; % of control where 0% means no effect; many of its hits are not listed in these tables
MLL CXXC-DNA inh = MLL CXXC-DNA interaction inhibition | MLL-CXXC / FITC-HOXA9 DNA fluorescence polarization | Potency, µM (doses to about 115 µM), for the others: at the top dose activity change, negative = inhibition, most hits filed as inhibitors | actives 0.037% (n = 290,000) | AID 2662; active = well fitted inhibition curve with a large enough effect in the polarisation, with a control signal flat, not every such curve was filed as active; inconclusive = small, poorly fitted or top-dose-only effect, or effect the other way, or a change in a side signal; inactive = no such curve, though single readings can be large or run the other way; the % refers to the polarisation; note: potency is the fitted concentration of half-maximal effect
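Purified MLL-CXXC (added from a 7 uM solution) was preincubated 5 min at ambient with pinned compounds in 50 mM Tris-HCl pH 7.5, 50 mM NaCl, 1 mM DTT, 0.05% BSA. Fluorescein-labeled HOX-A9 DNA (50 nM solution) followed, 30 min, then polarization read.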
Starred values were filed as active, the others as inactive; ? = inconclusive; nt = not tested or not shown; [ ] = dose if it differs, or a comment. Unless noted, calls come from the whole dose curve; as a rule, active = well fitted curve in the direction sought with a large enough effect; inconclusive = small, poorly fitted or top-dose-only effect, or another doubt; inactive = no such curve, though single readings can be large; an effect the other way counts as inactive or inconclusive. Not all compounds are listed; rates above refer to the full screens.

Short keys: A = Giardia killer; B = hERG WT inh; C = FBPA coupling cs; D = USP2a inh; E = PKM2 activator; F = GALK inh; G = KCNH2 3.1 block; H = B2AR arrestin; I = TRPV1 ag; J = Menin-MLL TR inh; K = MLL CXXC-DNA inh
> COc1cc(/C=C2/C(=O)NN(c3cccc(F)c3)C2=O)ccc1OC(=O)c1ccco1
  A: 7; B: -2; C: 1; D: 3%; E: ?; F: -7%; G: -11; H: -0.6%; I: -3; J: 23%; K: ?

> COc1cc(C2C3=C(CC(C)(C)CC3=O)Nc3c2c(=O)[nH]c(=O)n3Cc2ccccc2)ccc1O (stereo not given)
  A: 17; B: 20; C: -3; D: 0%; E: -4%; F: nt; G: 9; H: -0.1%; I: -3; J: 2%; K: 21%

> COc1ccc(NS(=O)(=O)c2c(C(=O)N3CCCCCC3)c(C)n(C)c2C)cc1OC
  A: -20; B: -10; C: -4; D: 3%; E: 0%; F: -1%; G: 16; H: 0.5%; I: 0; J: 1%; K: 53%[activator]

> CC(O)c1nc2ccccc2n1CCCCOc1ccccc1 (stereo not given)
  A: 28; B: -12; C: 0; D: -1%; E: 2%; F: 2%; G: -4; H: -0.2%; I: 30; J: 2%; K: -4%

> Cc1ccc(-c2nc(CNC(=O)c3cc(C)on3)cs2)cc1
  A: 4; B: -8; C: 3; D: 0%; E: 1%; F: 5%; G: -12; H: 0.1%; I: 18; J: -3%; K: -14%

> COC(=O)c1ccc(C(=O)N(C)C2CCCN(Cc3ccccc3F)C2)nc1 (stereo not given)
  A: -19; B: -3; C: 2; D: -1%; E: 1%; F: -7%; G: -1; H: 0.0%; I: -9; J: 6%; K: -2%

> CC1=CC(C)C2(CO)COC(c3cccnc3)C1C2C (stereo not given)
  A: -6; B: -9; C: 1; D: 0%; E: 6%; F: 1%; G: -2; H: -0.3%; I: 1; J: 11%; K: -1%

> CCN1CCCC1CNC(=O)Cn1cccc1C(=O)c1ccccc1 (stereo not given)
  A: -8; B: 5; C: 1; D: 3%; E: -8%; F: 0%; G: -4; H: -0.1%; I: 4; J: -4%; K: 2%

> O=C(O)CC12CC3CC(C1)CC(n1ncc(NCc4ccc5c(c4)OCO5)c(Cl)c1=O)(C3)C2
  A: nt; B: nt; C: 3; D: 12%; E: 2%; F: 0%; G: nt; H: -0.3%; I: -5; J: -21%; K: 3%

> O=C(Cn1cnc2c(nnn2Cc2ccc(Cl)cc2)c1=O)N1CCN(c2ccccc2)CC1
  A: ?; B: -1; C: 1; D: -4%; E: -5%; F: 2%; G: 8; H: -0.5%; I: 11; J: 16%; K: -8%

> O=C(NCCC1=CCCCC1)C1CCCN(S(=O)(=O)c2cnc[nH]2)C1 (stereo not given)
  A: -3; B: 3; C: 6; D: ?; E: -1%; F: 3%; G: 2; H: 0.2%; I: -1; J: -12%; K: 0%

> CCC(C)Oc1ccccc1C1CC(=O)NC2=C1C(=O)CCC2 (stereo not given)
  A: 19; B: -4; C: 4; D: 1%; E: -2%; F: -1%; G: 9; H: -0.3%; I: 1; J: ?; K: -2%

> Cc1cc(C)n2nc(SCC(=O)Nc3ccccc3)nc2n1
  A: -5; B: 1; C: 0; D: 1%; E: 25%; F: 4%; G: 5; H: -0.1%; I: 1; J: -10%; K: 0%

> CCc1nnc(NC(=O)c2cc(OC)c(OC)cc2[N+](=O)[O-])s1
  A: 9; B: 3; C: -2; D: 2%; E: -11%; F: 3%; G: 9; H: 0.4%; I: -2; J: 7%; K: 5%

> O=c1cc(-c2ccccc2)nc2nc[nH]n12
  A: 7; B: 8; C: 0; D: 0%; E: -6%; F: -4%; G: 10; H: 0.2%; I: 3; J: 11%; K: 5%

> Cc1c(NS(=O)(=O)c2cccc([N+](=O)[O-])c2)c(=O)n(-c2ccccc2)n1C
  A: -5; B: 6; C: 0; D: 6%; E: nt; F: -2%; G: 12; H: -0.8%; I: -1; J: 8%; K: 17%

> COc1ccccc1CNC(=O)c1cc(-c2ccccc2)n(Cc2cc(C)no2)n1
  A: 2; B: 11; C: nt; D: 0%; E: nt; F: nt; G: 5; H: -0.2%; I: 8; J: nt; K: nt

> N=c1c2c(ncn1CCCO)Oc1cc(O)ccc1C2c1ccccc1 (stereo not given)
  A: 7; B: 7; C: 0; D: 0%; E: 3%; F: -2%; G: 16; H: 0.0%; I: -3; J: nt; K: 10%

> CC(=O)c1ccc(NC(=O)C(C)O/N=C(\N)c2ccccc2)cc1 (stereo not given)
  A: 2; B: -7; C: nt; D: 3%; E: nt; F: nt; G: 17; H: 0.0%; I: nt; J: nt; K: nt

> COc1ccc(CNc2ccc(C)cc2)cc1Br
  A: 12; B: -1; C: -7; D: -6%; E: -3%; F: 0%; G: -4; H: -0.4%; I: 1; J: -3%; K: -4%

> O=C(CCN1CCCC1)c1cccs1
  A: 23; B: 1; C: 5; D: -1%; E: 8%; F: -2%; G: 4; H: 0.2%; I: -9; J: ?; K: 154%[activator]

> CCOC(=O)C1CCCN(CC(=O)Nc2c(C(=O)OC)[nH]c3ccc(C)cc23)C1 (stereo not given)
  A: -5; B: 1; C: -1; D: ?; E: 0%; F: 0%; G: -1; H: -0.4%; I: ?; J: -8%; K: 8%

> COC(=O)C(Cc1ccc(OC(=O)c2ccc(C(F)(F)F)cc2)cc1)N1Cc2ccccc2C1=O (stereo not given)
  A: -3; B: 0; C: -1; D: 1%; E: 0%; F: -3%; G: -19; H: -0.7%; I: -4; J: -10%; K: 4%

> COc1cccc(NC(=S)N(CCN(C)C)C(C)c2cccnc2)c1 (stereo not given)
  A: -5; B: -1; C: 4; D: 4%; E: -4%; F: 0%; G: 0; H: -0.9%; I: -3; J: 1%; K: 1%

> CC(=O)N1CCCN(C(=O)c2ccc3nc(Cc4ccccc4F)oc3c2)CC1
  A: -6; B: -11; C: nt; D: 5%; E: -6%; F: 1%; G: 3; H: 0.3%; I: -4; J: nt; K: -6%

> C[C@@]12C(=O)Nc3ccc(Cl)cc3C(=O)N1[C@H]1c3cc(Cl)ccc3OC[C@@H]1[C@@H]2c1ccccc1
  A: 9; B: 0; C: nt; D: 1%; E: nt; F: nt; G: -43; H: 3.6%; I: nt; J: nt; K: nt

> CCOC(=O)CS(=O)(=O)c1nc(-c2ccccc2)cc(C(F)(F)F)n1
  A: -4; B: -1; C: 3; D: -5%; E: 2%; F: -2%; G: -2; H: -0.1%; I: 11; J: 11%; K: ?

> O=c1[nH]c(=O)n(CCOc2ccc(Cl)cc2)cc1Br
  A: 20; B: 0; C: 5; D: 5%; E: -1%; F: 1%; G: 1; H: -0.9%; I: nt; J: nt; K: -6%

> COc1cc(-c2noc(CCCC(=O)NCc3ccccc3)n2)cc(OC)c1OC
  A: 4; B: -11; C: -1; D: 1%; E: -11%; F: -3%; G: -8; H: -1.0%; I: 7; J: 0%; K: 8%

> O=C1/C(=C/Nc2cccc([N+](=O)[O-])c2)CCc2ccccc21
  A: -11; B: -3; C: -9; D: 1%; E: 3%; F: 1%; G: -18; H: -0.3%; I: 1; J: 2%; K: 14%

> Cc1cc(C)cc(NC(=O)CN2CCc3cc4c(cc3C2C)OCCCO4)c1 (stereo not given)
  A: -22; B: 8; C: -6; D: -9%; E: 0%[0.46 µM]; F: 5%; G: -3; H: 0.4%; I: ?; J: -13%; K: 4%

> Fc1ccc(NC(=S)Nc2cccc3ccccc23)cc1
  A: 37[activator]; B: 8; C: -5; D: 0%; E: -2%; F: -4%; G: 29; H: 4.1%; I: -2; J: 12%; K: -3%

Reprinted at random: four compounds from above.
Short keys: A = Giardia killer; B = hERG WT inh; C = FBPA coupling cs; D = USP2a inh; E = PKM2 activator; F = GALK inh; G = KCNH2 3.1 block; H = B2AR arrestin; I = TRPV1 ag; J = Menin-MLL TR inh; K = MLL CXXC-DNA inh
> O=C1/C(=C/Nc2cccc([N+](=O)[O-])c2)CCc2ccccc21
  A: -11; B: -3; C: -9; D: 1%; E: 3%; F: 1%; G: -18; H: -0.3%; I: 1; J: 2%; K: 14%

> CCOC(=O)CS(=O)(=O)c1nc(-c2ccccc2)cc(C(F)(F)F)n1
  A: -4; B: -1; C: 3; D: -5%; E: 2%; F: -2%; G: -2; H: -0.1%; I: 11; J: 11%; K: ?

> Cc1cc(C)cc(NC(=O)CN2CCc3cc4c(cc3C2C)OCCCO4)c1 (stereo not given)
  A: -22; B: 8; C: -6; D: -9%; E: 0%[0.46 µM]; F: 5%; G: -3; H: 0.4%; I: ?; J: -13%; K: 4%

> COc1cc(-c2noc(CCCC(=O)NCc3ccccc3)n2)cc(OC)c1OC
  A: 4; B: -11; C: -1; D: 1%; E: -11%; F: -3%; G: -8; H: -1.0%; I: 7; J: 0%; K: 8%
